DT40 TDP1 no CPT – qHTS for Inhibitors of human tyrosyl-DNA phosphodiesterase 1 (TDP1): qHTS in cells in absence of CPT; 420,000 compounds, 15% hits; DT40 Tdp1-/- hTDP1 cells, no CPT, ATP luminescence, 48 h; Potency, µM (series often up to 46.2 µM), for inactives: at the top dose activity change, negative = growth inhibition, usual class: inhibitors; note: nearly all actives have a fitted effect of over 55% in size
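Luminescent ATP content (CellTiter-Glo) served as the growth readout. Knockout chicken DT40 cells expressing human TDP1 were exposed to compounds without camptothecin for a minimum 48 hr at 37 °C.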
TDP1 cell CPT – qHTS for Inhibitors of human tyrosyl-DNA phosphodiesterase 1 (TDP1): qHTS in cells in presence of CPT; chicken DT40 Tdp1-/-;hTDP1 cells + 20 nM CPT, ATP luminescence, 48 h; Potency, µM (titrated, usually from 46.2 µM), for the others: at the top dose activity change, negative = growth inhibition, actives largely listed as inhibitors; 420,000 compounds, 12% hits; AID 686979, 2013; note: nearly all actives have a fitted effect of over 55% in size
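Chicken DT40 Tdp1-/- cells stably complemented with human TDP1 were seeded at 400 cells/well in medium containing 20 nM camptothecin, exposed to pin-transferred compounds, and grown at 37 °C for at least 48 hr. Viability was read as ATP luminescence.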
TDP1 inh – qHTS Assay for Inhibitors of Tyrosyl-DNA Phosphodiesterase (TDP1). recombinant TDP1, AlphaScreen DNA substrate cleavage. Potency, µM (doses to about 130 µM), for the others: top-dose activity change, negative = inhibition, most hits filed as inhibitors. 350,000 compounds, 0.28% hits; note: nearly all actives have a fitted effect of over 40% in size
Target sequence (Q9NUW8 whole entry, looked up): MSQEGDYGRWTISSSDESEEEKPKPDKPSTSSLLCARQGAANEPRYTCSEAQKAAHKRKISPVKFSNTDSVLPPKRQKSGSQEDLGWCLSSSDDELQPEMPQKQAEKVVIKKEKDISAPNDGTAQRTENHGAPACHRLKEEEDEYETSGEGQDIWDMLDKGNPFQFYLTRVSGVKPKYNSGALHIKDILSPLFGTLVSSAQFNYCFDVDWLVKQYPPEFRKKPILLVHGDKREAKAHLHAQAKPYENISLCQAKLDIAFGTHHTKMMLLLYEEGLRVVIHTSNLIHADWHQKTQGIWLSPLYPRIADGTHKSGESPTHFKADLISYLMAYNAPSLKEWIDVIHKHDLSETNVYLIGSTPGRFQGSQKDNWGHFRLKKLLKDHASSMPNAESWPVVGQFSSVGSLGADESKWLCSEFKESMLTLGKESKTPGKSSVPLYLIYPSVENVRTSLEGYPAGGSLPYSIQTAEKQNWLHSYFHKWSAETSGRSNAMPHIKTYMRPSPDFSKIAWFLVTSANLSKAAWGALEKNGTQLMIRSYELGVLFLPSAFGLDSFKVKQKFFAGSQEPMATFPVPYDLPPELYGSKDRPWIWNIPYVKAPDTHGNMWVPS
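E. coli-derived human Tdp1, 1 nM final. Cpd preinc 15 min RT; substrate 15 nM final, 5 min RT; AS bead mix 10 ug/ml final, 10 min RT. Signal loss = tyrosine-FITC cleavage. No-enzyme wells = max signal.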
* hit, by the source's call; u = inconclusive; x = not tested or not shown; & = joins results of further samples; ! = a repeat was not active; [ ] = dose if it differs, or a comment. Calls come from the whole dose curve; as a rule, active = well fitted curve in the direction sought with a large enough effect; inconclusive = small, poorly fitted or top-dose-only effect, or another doubt; inactive = no such curve, though single readings can be large; an effect the other way counts as inactive or inconclusive. % is set by controls: 0 for no effect and ±100 for the full control effect; potency is the fitted concentration of half-maximal effect. Hits appear at their usual frequency (roughly 18% active in at least one column).

SMILES | DT40 TDP1 no CPT | TDP1 cell CPT | TDP1 inh
CCCN(CC(=O)Nc1ccccc1C)C(=O)c1ccc(C2SCCS2)cc1 | u | u | x
O=c1c2nccnc2[nH]c(=S)n1Cc1ccccc1Cl | 4% | 0% | 0%
CCOC(=O)C1=C(C)N(Cc2ccccc2)C(=O)NC1c1ccc(OC)cc1 (stereo not given) | -20% | -17% | 4%
O=C(CCC(=O)Nc1ccc(Cl)cc1Cl)NNC(=O)[C@@H]1CCCC[C@@H]1C(=O)O | -1% | 4% | 0%
O=C(CN1C=NS(=O)(=O)c2ccccc21)Nc1ccccc1F | -16% | -10% | 4%
Cc1ccc(-n2ncc3c(NCCCN4CCCC4=O)ncnc32)c(C)c1 | -15% | -18% | 0%
COc1ccc(-n2ncc3c2CC(C)(C)CC3NC(=O)c2ocnc2C)cc1 (stereo not given) | -13% | u | 3%
O=C(NCc1ccccc1)NC1(C(=O)N2CCCC2)CCCCC1 | 8% | -8% | 10%
C=C1N(C)c2cc([N+](=O)[O-])c(N)cc2C1(C)C | -29% | 5% | 7%
O=C(CC1C(=O)NCCN1Cc1cccc(F)c1)NCCCOc1cccnc1 (stereo not given) | u | u | 1%
CCCCCCNC(=O)Cc1nc2nc(C)cc(C)n2n1 | -12% | 3% | 4%
CC(C)(C)C(=O)OCc1nc(-c2ccc3c(c2)OCCO3)cs1 | -20% | -1% | x
COC(=O)c1cc(=O)n(Cc2cccs2)c(=Nc2ccccc2)s1 | -27% | -12% | 8%
CCOC(=O)c1cc(-c2ccccc2)n(-c2cccc(C(=O)Nc3cc(OC)cc(OC)c3)c2)c1C | -17% | -6% | 9%
COc1ccccc1C(NC(=O)C1CCN(CCOc2ccc3ccccc3c2)CC1)c1ccccn1 (stereo not given) | 15µM* | 15µM* | x
COc1ccc(/C=N/NC(=O)C(=O)NCc2cccnc2)cc1 | 6% | 20% | 5%
CCOC(=O)n1cc(C(=O)c2ccccc2O)cn1 | -27% | -26% | -4%
CC(=O)N1CCN(c2ccc(Nc3nc(C)nc4c3oc3ccccc34)cc2)CC1 | u | u | 8%
CC(C)Nc1nc(NC(C)C)nc(N(C)n2cnnc2)n1 | -21% | -3% | 4%
COC(=O)C1(C(=O)OC)C(C(=O)c2ccccc2)C1c1ccccc1 (stereo not given) | -20% | -1% | x
O=C(O)C1(P(=O)(c2ccc(Cl)cc2)c2ccc(Cl)cc2)CCCC1 | 8% | 36%[activator] | 2%
CCC(=O)OCC(=O)Nc1cc([N+](=O)[O-])ccc1Cl | -18% | 17% | 2%
O=C(c1ccncc1)N1CCC2(CC1)CCN(c1ccncc1)CC2 | -13% | 16% | x
Cn1cccc1-c1cc(C(=O)N/N=C/c2cc(Br)ccc2O)[nH]n1 | 4.1µM* | 5.8µM* | 79µM*
COc1ccc(Br)cc1CNC(=O)c1ccc(-n2c(C)cc3c2CCC(C)C3)cc1 (stereo not given) | 18µM* | 23µM* | 2%

Additional results follow.
SMILES | DT40 TDP1 no CPT | TDP1 cell CPT | TDP1 inh
Nc1nnc(CCc2ccccc2)s1 | -2% | -7% | 7%
COc1cc(NC(=O)c2cc3nc(-c4ccc(C)cc4)cc(C(F)(F)F)n3n2)cc(OC)c1OC | 7.3µM* | u | 0%[12.3 µM]
COc1ccc(NC(=O)COC(=O)C2COc3ccccc3O2)cc1OC (stereo not given) | -13% | -13% | x
Cc1ccccc1S(=O)(=O)Cc1ccc(C(=O)N2CCN(c3cccc(Cl)c3)CC2)o1 | 4.6µM* | 4.1µM* | 1%
Cc1cc2ccccc2c[n+]1C | -14% | 1% | x
COc1ccc2[nH]cc(CCNc3cc(-c4ccccc4OC)ncn3)c2c1 | u | 16µM* | x
Cc1ccc(-c2noc(CCC(=O)NCc3ccco3)n2)cc1 | -10% | -35% | 6%
CCOc1ccc(-c2n[nH]c(C)c2Oc2ccc(OC)cc2)c(O)c1 | 10µM* | 21µM* | 7%
COc1ccc2c(c1OC)C(=O)OC2N1C(=O)CC[C@H]1C(=O)Nc1ccc(F)cc1F (stereo not given in full) | -4% | -5% | x
COc1cc2ncc(C(=O)c3ccccc3)c(N3CCN(Cc4ccccc4)CC3)c2cc1OC | 18µM* | u | x
COc1ccccc1C(CCNCc1ccc(N(C)C)cc1)c1ccc(OC(C)C)cc1 (stereo not given) | 7.3µM* | 21µM* | x
Fc1ccc(C2=Nn3c(Cc4ccccc4F)nnc3SC2)cc1 | -29% | -6% | 5%
CC1CN(C(=O)c2cc(-c3ccc(Cl)s3)nc3ccccc23)CC(C)O1 (stereo not given) | 16µM* | u | -6%
CN1CCC[C@H]1CCNc1ccc2c(=O)c3ccccc3n(C)c2c1 | u | u | x
COc1ccc(N=Nc2[nH]c3ccc(C)cc3c2O)cc1 | -22% | -24% | 5%
COc1ccc(NC(=O)c2c(F)c(F)c(F)c(F)c2F)cc1Cl | -14% | 10% | -2%
COCCNc1nc(-c2ccc(C(=O)N(C)C)cc2)nc2ccccc12 | -29% | -17% | x
COc1ccccc1NC(=O)C(C)OC(=O)C1CCN(S(=O)(=O)c2ccccc2C(F)(F)F)CC1 (stereo not given) | 4% | -14% | x
CCn1c(=O)c([N+](=O)[O-])c(NC2CCS(=O)(=O)C2)c2ccccc21 (stereo not given) | -26% | -12% | x
CCOC(=O)c1c(CN2CCOCC2)n(C)c2cc(Br)c(O)c(CN(C)C)c12 | u | u | -3%&2%
CCNc1ccc(S(=O)(=O)N(C)C)cc1NCC(=O)Nc1ccc(F)c(Cl)c1 | 21µM* | 12µM* | 7%
CSc1ncccc1C(=O)OC(C)C(=O)Nc1cccc(S(=O)(=O)N2CCOCC2)c1 (stereo not given) | u | u | 1%
O=C(Oc1cccc(NC(=O)c2cccs2)c1)c1cccc(S(=O)(=O)N2CCCC2)c1 | u | -16% | 0%
CC(=O)Nc1ccc(Cl)cc1C1COC(=O)C1=N (stereo not given) | 5% | 3% | 9%
c1ncn(C23CC4CC(CC(C4)C2)C3)n1 | -21% | -28% | -3%

New compounds follow.
SMILES | DT40 TDP1 no CPT | TDP1 cell CPT | TDP1 inh
CCOc1cc(/C=C/c2nc3ccccc3s2)ccc1OCC(=O)N1CCOCC1 | 21µM* | -83% | -1%
CCN1C(=O)C(C(=O)c2ccccc2)SC1=S (stereo not given) | u | u | 2%
Cc1cc(Nc2ccccc2F)n2ncnc2n1 | -1% | 1% | -1%
Cc1cc(Cl)n2ncc(-c3ccccc3)c2n1 | 29µM* | u | 8%
COc1cc(NS(=O)(=O)c2ccc(NC(=O)c3ccc(C(C)=O)cc3)cc2)nc(OC)n1 | -17% | -22% | -9%[12.3 µM]
CCc1ccc(CN2CCC(n3nccc3NC(=O)Cc3ccccc3)CC2)o1 | u | -14% | 3%
O=C(Cc1ccc(S(=O)(=O)N2CCCCC2)s1)Nc1cccc2ccccc12 | -11% | -12% | 8%
Cc1cc(C)n(-c2nc3nonc3nc2-n2nc(C)cc2C)n1 | -6% | -8% | -1%
COCCN(CC1CCCN(C2Cc3ccccc3C2)C1)C(=O)CCC(N)=O (stereo not given) | u | 6% | x
O=C(CSc1nnc(-c2cccnc2)o1)Nc1ccc(Br)cc1 | -17% | 0% | 13%
COc1ccc(CNC(=O)C2CCN(S(=O)(=O)c3cccc4nsnc34)CC2)cc1 | u | -15% | 0%
COc1cc(C2NC(=O)NC(C)=C2C(=O)OCC2CCCO2)cc(OC)c1OC (stereo not given) | 1% | 11% | 2%
O=C(CC(Nc1ccc(F)cc1)c1ccccc1)c1ccccc1 (stereo not given) | -23% | 16% | 3%
CCCCN(C)c1ncnc2c1cnn2-c1cccc(Cl)c1 | 16µM* | 23µM* | x
Cc1ccc(C2(c3ccccc3)NC(=O)N(CC(=O)NC3CCS(=O)(=O)C3)C2=O)cc1C (stereo not given) | -5% | -20% | 0%
CCN(CCC(=O)Nc1ccc(Br)c(C)c1)Cc1ccccc1 | 29µM* | u | 7%
CC(OC(=O)CCC1CCCC1)C(=O)Nc1ccccc1[N+](=O)[O-] (stereo not given) | -9% | 0% | x
CCC1CN(C(=O)N2CCC(C(=O)NCc3ccco3)CC2)c2cc(C)ccc2O1 (stereo not given) | 18µM*! | u | 6%&4%
O=C(C1COc2ccccc2O1)N1CCN(Cc2ccc3c(c2)OCO3)CC1 (stereo not given) | u | u | 0%
CC1(C(=O)NS(=O)(=O)c2ccc(Cl)s2)CCN1C(=O)C1CCCCC1 (stereo not given) | 7.3µM* | 5% | x
CCCCc1c(C(=O)O)cc(OC)cc1C(=O)O | -10% | -4% | 1%
Cc1cccc(S(=O)(=O)Nc2nc3ccccc3nc2NCC2CCCO2)c1 (stereo not given) | 2% | -10% | 1%
CCOC(=O)C1(Cc2ccc(OC)cc2)CCN(C(=O)c2ccoc2C)CC1 | u | u | 5%
Cc1nc(C)c(C(=O)NCc2ccc(Cl)cc2)o1 | u | u | 3%
O=C(NCCc1c[nH]c2ccccc12)Nc1cccc2ccccc12 | u | u | 5%

(more compounds)
SMILES | DT40 TDP1 no CPT | TDP1 cell CPT | TDP1 inh
Cc1nnc(NC(=O)CSc2nccn2-c2ccc(Cl)cc2)s1 | -12% | u | 0%
CC(NC(=O)COC(=O)/C=C/c1ccc(Cl)cc1)c1ccccc1 (stereo not given) | u | 14% | 5%
Cc1oc2ncn(C)c(=O)c2c1C(=O)NCCCN1CCCCC1C (stereo not given) | -21% | 5% | -5%
O=c1cc(Cc2nnc(SCc3ccccc3)n2-c2ccc(Cl)cc2)[nH]c(=O)[nH]1 | 29% | -3% | 1%
Cc1ccc2c(CC(=O)N3CCN(c4cccc(Cl)c4)CC3)coc2c1C | u | u | 0%
CCOCCCNC(=O)NC12CC3CC(CC(C3)C1)C2 | -4% | -15% | 0%
NS(=O)(=O)c1ccc(CCNC(=O)c2ccc(Cl)nc2)cc1 | 1% | -4% | x
CCc1cc(C(=O)NNC(=S)Nc2ccccc2C)cs1 | u | u | 5%
Cc1ccc(C(=O)NNC(=O)c2ccccc2)cc1S(=O)(=O)N1CCCCC1 | -29% | -2% | -8%
COc1ccc(C)cc1S(=O)(=O)Nc1cccc(C)c1 | -4% | -5% | -8%
C#CCOc1ccc(C2C3=C(CC(C)(C)CC3=O)N(CC(=O)O)C3=C2C(=O)CC(C)(C)C3)cc1OC | -6% | 5% | 4%
CCC(=O)OCC(=O)[C@@]1(OC(=O)CC)[C@@H](C)C[C@H]2[C@@H]3CCC4=CC(=O)C=C[C@]4(C)[C@@]3(Cl)[C@@H](O)C[C@@]21C | 16µM* | 24µM* | x
CCOC(=O)C1CCN(S(=O)(=O)c2ccc(Cl)nc2)CC1 | 7% | 3% | 1%
Cc1cc(SCC(=O)Nc2ccc(C(F)(F)F)cc2)nc(=O)[nH]1 | -23% | -16% | 0%
COc1ccc(C(=O)NCC(=O)OCC(=O)Nc2c(C)n(C)n(-c3ccccc3)c2=O)cc1 | -11% | u | 8%
CCS(=O)(=O)Nc1cccc(C2=NN(C(C)=O)C(c3cccs3)C2)c1 (stereo not given) | -25% | 6% | 3%
CCN(CC)S(=O)(=O)c1ccc2[nH]cc(C(=O)NCCCN3CCCCC3)c(=O)c2c1 | -8% | -9% | 3%
Cc1cc(C)c(S(=O)(=O)n2cnc(C)c2)c(C)c1 | -3% | -2% | 3%

Among those listed so far, these contain two or more sulfur atoms.
SMILES | DT40 TDP1 no CPT | TDP1 cell CPT | TDP1 inh
CCCN(CC(=O)Nc1ccccc1C)C(=O)c1ccc(C2SCCS2)cc1 | u | u | x
COC(=O)c1cc(=O)n(Cc2cccs2)c(=Nc2ccccc2)s1 | -27% | -12% | 8%
CSc1ncccc1C(=O)OC(C)C(=O)Nc1cccc(S(=O)(=O)N2CCOCC2)c1 (stereo not given) | u | u | 1%
O=C(Oc1cccc(NC(=O)c2cccs2)c1)c1cccc(S(=O)(=O)N2CCCC2)c1 | u | -16% | 0%
CCN1C(=O)C(C(=O)c2ccccc2)SC1=S (stereo not given) | u | u | 2%
O=C(Cc1ccc(S(=O)(=O)N2CCCCC2)s1)Nc1cccc2ccccc12 | -11% | -12% | 8%
COc1ccc(CNC(=O)C2CCN(S(=O)(=O)c3cccc4nsnc34)CC2)cc1 | u | -15% | 0%
CC1(C(=O)NS(=O)(=O)c2ccc(Cl)s2)CCN1C(=O)C1CCCCC1 (stereo not given) | 7.3µM* | 5% | x
Cc1nnc(NC(=O)CSc2nccn2-c2ccc(Cl)cc2)s1 | -12% | u | 0%
CCc1cc(C(=O)NNC(=S)Nc2ccccc2C)cs1 | u | u | 5%
CCS(=O)(=O)Nc1cccc(C2=NN(C(C)=O)C(c3cccs3)C2)c1 (stereo not given) | -25% | 6% | 3%

An excerpt from above, reduced to TDP1 inh.
Structure | TDP1 inh
Cc1cc(C)c(S(=O)(=O)n2cnc(C)c2)c(C)c1 | 3%
Cc1ccc(C(=O)NNC(=O)c2ccccc2)cc1S(=O)(=O)N1CCCCC1 | -8%
